# PfHsp90 set2 = growth inhibition of PfHsp90-expressing yeast, primary screen, antimalarial PfHsp90 inhibitor project, S. cerevisiae, BacTiter-Glo luminescence, single point, set 2. BacTiter-Glo ATP, 48 h; yeast lacking PDR1 and PDR3 efflux regulators. inhibition, % at 9.4 µM. 310,000 tested, 0.32% active;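 active means every replicate shows inhibition above about 80%, whatever the replicate mean, limit read from the data; inconclusive means mean inhibition reaches the set limit but some replicate falls short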;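 further: 0% = DMSO neutral controls and 100% = 20 µM radicicol positive controls; yeast relying on Plasmodium falciparum Hsp90 in place of its own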
# dFosB activator = activators of delta FosB homodimer, primary screen, biochemical, fluorescence polarization, TAMRA-CDK5 oligo, single point; Protein FosB (Mus musculus), P13346; purified delta FosB; percent of positive-control signal above neutral wells; activation, % at 25 µM; 340,000 tested, 0.99% active;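 active means mean activation above about 17%, with every replicate also reaching it, limit read from the data, passing the limit was not always enough; inconclusive means only one of the two conditions met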;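 further: fluorescence polarization rise as delta FosB binds a TAMRA Cdk5 AP-1 oligo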
# Target sequence (P13346 whole entry, looked up): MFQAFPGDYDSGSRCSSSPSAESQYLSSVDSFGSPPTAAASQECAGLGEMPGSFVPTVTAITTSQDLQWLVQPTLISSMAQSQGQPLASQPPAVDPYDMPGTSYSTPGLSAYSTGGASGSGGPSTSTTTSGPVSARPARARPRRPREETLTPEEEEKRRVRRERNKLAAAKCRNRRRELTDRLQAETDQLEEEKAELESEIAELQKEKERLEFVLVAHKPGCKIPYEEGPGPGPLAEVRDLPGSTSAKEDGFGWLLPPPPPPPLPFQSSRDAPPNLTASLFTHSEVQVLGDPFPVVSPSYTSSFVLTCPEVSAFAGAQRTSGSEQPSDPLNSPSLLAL
# CDK5 inh = inhibitors of human CDK5/p35 kinase, primary screen, biochemical, single concentration | Cyclin-dependent kinase 5 (Homo sapiens) + Cyclin-dependent kinase 5 activator 1 (Homo … | Recombinant CDK5/p35, ADP-Glo luminescence, 60 min | inhibition, % at 10 µM | 330,000 tested, 0.01% active | AID 488839, 2010;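 active means highest replicate inhibition of at least 50% and at least 75% of replicates reaching 50%; inconclusive means only one of the two criteria met; inactive means both criteria failed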;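 further: plate controls were DMSO neutral control for no effect and GW8510 at 10 µM for full effect; many of its hits are not listed in these tables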
# Keap1 Nrf2 FP = Keap1-Nrf2 protein-protein interaction inhibitors, primary screen, biochemical, fluorescence polarization, single point. Keap1 Kelch-Nrf2 peptide fluorescence polarization, 1536-well. 340,000 tested, 0.15% active. Kelch-like ECH-associated protein 1 (Homo sapiens), Q14145. inhibition, % at 9.4 µM. AID 504523, 2011; in the data active means inhibition above about 12%; inconclusive means no clear call, values can overlap the other calls; inactive means below about 7.3%;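 further: human Keap1 Kelch domain with fluorescein labeled Nrf2 9mer peptide probe; 0% = neutral control wells and 100% = peptide positive control; higher means more block of Keap1 binding to Nrf2 peptide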
# Target sequence (Q14145 whole entry, looked up, the tested form may be a part): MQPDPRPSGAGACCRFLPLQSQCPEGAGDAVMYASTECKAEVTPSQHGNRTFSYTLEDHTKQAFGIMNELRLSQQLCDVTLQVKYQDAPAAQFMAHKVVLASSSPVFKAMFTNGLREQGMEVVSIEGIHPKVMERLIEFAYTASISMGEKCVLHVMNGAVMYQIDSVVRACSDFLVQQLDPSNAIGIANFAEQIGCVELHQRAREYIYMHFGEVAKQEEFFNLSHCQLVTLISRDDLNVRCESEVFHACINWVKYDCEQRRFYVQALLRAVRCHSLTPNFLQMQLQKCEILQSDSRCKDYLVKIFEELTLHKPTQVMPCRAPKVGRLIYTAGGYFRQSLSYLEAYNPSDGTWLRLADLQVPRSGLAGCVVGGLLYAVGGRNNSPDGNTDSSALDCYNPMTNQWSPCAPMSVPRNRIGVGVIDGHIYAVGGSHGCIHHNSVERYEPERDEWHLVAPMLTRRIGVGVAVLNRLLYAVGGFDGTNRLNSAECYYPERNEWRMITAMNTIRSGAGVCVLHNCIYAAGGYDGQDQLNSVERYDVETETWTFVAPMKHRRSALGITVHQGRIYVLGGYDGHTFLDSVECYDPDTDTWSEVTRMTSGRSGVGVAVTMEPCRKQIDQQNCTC
# LANA DNA inh = inhibitors of KSHV C-LANA binding to DNA, primary screen, biochemical, fluorescence polarization, FAM-LBS DNA, MBP-C-LANA, single point | Kaposi's sarcoma herpesvirus LANA C-terminal domain (residues 932-1162) DNA binding | inhibition, % at 9 µM | 340,000 tested, 0.078% active | AID 504423, 2011;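 active means highest replicate inhibition at or above 60% at 9 µM, even if other replicates fall short; inactive means all replicates below 60% inhibition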;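 further: 0% = neutral control wells and 100% = 4 µM acridine orange control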
# Rtt109 HAT inh = inhibitors of C. albicans Rtt109/Vps75 HAT, primary screen, biochemical, ThioGlo CoA-SH fluorescence, plate reader | purified Rtt109/Vps75, 4 h | inhibition, % at 34.9 µM | 330,000 tested, 0.16% active;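 active means inhibition of at least 50% in every replicate; inconclusive means best replicate reaches 50% inhibition but some replicates fall short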
# RTF Ca sens inh = cardiac RTF calcium sensitivity inhibitors, primary screen, biochemical, IANBD-TnC fluorescence, EC70 calcium. IANBD-labeled cardiac RTF, Ca2+ fluorescence. inhibition, % at 7.15 µM. 340,000 tested, 0.12% active. AID 493244, 2011;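 active means inhibition above the mean inhibition of all tested compounds plus 3 SD, cut at about 17% in these data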;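 further: assay run at fixed EC70 calcium of 1.6 mM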
# PvdQ acylase = P. aeruginosa PvdQ acylase inhibitors, primary screen, biochemical, fluorescence, plate reader and imaging, single point | purified PvdQ acylase | inhibition, % at 10 µM | 340,000 tested, 0.063% active | AID 488965, 2010; in the data active means inhibition above about 30%, passing the limit was not always enough; inconclusive means no clear call, values can overlap the other calls;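 further: 0% = vehicle neutral wells and 100% = reference inhibitor wells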
# SUMO Mot1 rescue = yeast Mot1-301 growth rescue at high temperature, primary screen, SUMOylation pathway inhibitor project, S. cerevisiae, ATP luminescence, 38.5C | growth rescue, % at 18.8 µM | 320,000 tested, 1% active | AID 2716, 2010 | S. cerevisiae Mot1-301 growth rescue; percent above DMSO median, 100 means doubled;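 active means every valid replicate shows activation above 250% relative to neutral control wells; inactive means the rest, any valid replicate at or below 250%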;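 further: OY570 slx delta 5 strain wells were the positive control but not used for scaling; some compounds called inactive have numbers as strong as hits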
# NSD2 inh = NSD2 histone methyltransferase inhibitors, primary screen, biochemical, AlphaScreen, single concentration, set 2; Histone-lysine N-methyltransferase NSD2 (Homo sapiens), O96028; NSD2 peptide methylation, 120 min; AID 743445, 2014; inhibition, % at 12.5 µM; 310,000 tested, 0.54% active; in the data active means inhibition above about 50%
# cardiac RTF act = cardiac RTF calcium sensitivity activators, primary screen, biochemical, IANBD-TnC fluorescence, EC20 calcium; Troponin I, cardiac muscle (Homo sapiens) + Troponin T, cardiac muscle (Homo sapiens) + …; IANBD-labeled TnC RTF fluorescence at EC20 calcium; 0% EC20 calcium, 100% full calcium; activation, % at 7.2 µM; 340,000 tested, 0.24% active; AID 493008, 2010;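 active means activation above the mean over all tested compounds plus 3 SD, cut at about 30% in these data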;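 further: rise in fluorescence read as greater calcium sensitivity of cardiac thin filaments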
# Starred values were filed as active, the others as inactive; ? = inconclusive; / = no result given.
SMILES,PfHsp90 set2,dFosB activator,CDK5 inh,Keap1 Nrf2 FP,LANA DNA inh,Rtt109 HAT inh,RTF Ca sens inh,PvdQ acylase,SUMO Mot1 rescue,NSD2 inh,cardiac RTF act
O=C(N/N=C/c1ccc(O)c(O)c1)c1cccc(S(=O)(=O)N2CCCCC2)c1,11,-7,1.6,-3,-1.1,2,4,-2,4,11,-2
COc1ccc(CNC(=O)CCSCc2cccc(F)c2)cc1,-1,-7,1.4,-3,-2.4,2,5,-17,0,-5,-4
CN(C)S(=O)(=O)c1ccc(Cl)c(C(=O)OCC(=O)NNC(=O)c2cccs2)c1,/,-4,-2.8,2,-1.7,-4,6,1,/,-1,1
O=C(CC1C(=O)NCCN1Cc1cccc(C(F)(F)F)c1)NC1CCCCCC1 (configuration not stated),-6,-16,-0.5,-3,1.0,-7,2,-5,7,/,3
CCn1c(CSc2nc3ccccc3s2)nnc1SCC(=O)c1ccc(Cl)cc1,-7,-14,-0.9,-2,1.3,-4,-1,1,2,36,-4
O=C(Nc1ccon1)c1nc[nH]c1C(=O)N1CCN(c2ccccc2)CC1,2,0,-0.9,3,2.2,1,-6,-10,3,/,-1
COc1ccc(NS(=O)(=O)c2ccc(NS(=O)(=O)c3cccc(C(=O)O)c3)cc2)cc1,21,-5,-1.0,-4,-0.6,8,-12,-4,1,-3,-4
Cc1ccc(S(=O)(=O)N(CC(=O)Nc2ccc(C)c(Cl)c2)C(=O)N2CCN(C)CC2)cc1,-7,-10,-0.3,-4,0.7,6,-5,-11,/,0,2
COc1ccc(N2CC(C(=O)N3CCN(c4ccccc4F)CC3)CC2=O)cc1 (configuration not stated),10,5,-1.1,0,1.1,3,-12,1,-10,1,-8
O=C(CSc1ncnc2c1oc1ccccc12)NCC1CCCO1 (configuration not stated),25,-14,1.9,1,-0.8,-7,-11,-15,-2,-5,2
CC1CN(c2oc(-c3ccco3)nc2C#N)CC(C)O1 (configuration not stated),4,-5,1.4,-6,1.8,7,-1,-16,4,-2,4
CCn1c(=O)c2cc(C(=O)NCCOC)sc2c2ccccc21,8,-29,0.7,-2,-1.8,-5,-2,-7,1,-2,-2
N#Cc1ccccc1OCC(=O)OCC(=O)NC1CC1,4,-2,-0.3,-4,-2.5,4,-9,-19,-1,-3,2
CCOc1ccc2nc(SCC(=O)NCc3ccccc3)[nH]c2c1,14,-9,0.6,-3,-1.3,-1,-8,-16,-4,0,0
CCOc1ccccc1Nc1nnc(SCc2ccc(C(=O)OC)o2)s1,-26,-4,0.9,0,-0.7,19,-1,-13,11,103*,0
O=C(CCCCn1c(=O)[nH]c2ccsc2c1=O)NCc1ccc2c(c1)OCO2,12,-7,1.8,-6,0.4,-3,2,7,20,/,2
CCOc1ccc(C(CC(=O)O)NC(=O)C(CC)c2ccccc2)cc1 (configuration not stated),-7,0,-0.1,-8,-2.0,-3,-10,-16,-8,-6,11
Cc1ccc2nc(N3C(=O)C(O)=C(C(=O)c4cc5ccccc5o4)C3c3cccs3)sc2c1 (configuration not stated),-21,-7,0.0,5,0.9,-7,-10,-5,-35,/,4
CCOC(=O)C1C(=O)CC(C)(O)C(C(=O)OCC)C1c1cccc(OC(F)(F)C(F)F)c1 (configuration not stated),/,-11,0.2,3,0.3,-1,-4,0,-20,-4,2
CCOc1ccc(C(=O)NC2CC3CCCC(C2)N3CC(C)C)cc1 (configuration not stated),-10,-5,0.9,2,1.4,-3,-11,1,-7,-2,-4
NC(=O)Cn1cnc2c(nnn2-c2cccc(Cl)c2)c1=O,-15,-1,-0.9,-3,-0.7,-5,0,16,2,1,-1
O=C(O)c1cc(NS(=O)(=O)c2ccc(N3CCOCC3)c([N+](=O)[O-])c2)cc(C(=O)O)c1,-2,1,-2.0,-1,0.3,3,-6,-2,9,1,-5
c1ccc(-n2c(-c3ccco3)nnc2-c2ccco2)cc1,-33,-3,0.7,-5,8.5,-5,-10,-6,-20,0,-1
CCOC(=O)N1CCN(C(=O)c2oc3ccc(S(=O)(=O)N4CCOCC4)cc3c2C)CC1,26,0,2.1,-7,-0.9,-3,-7,-11,37,7,1
Nc1c(/C=C2/C=CC(=O)C(O)=C2)c(=O)nc2sc(CC(=O)N3CCCC3)nn12,-18,-6,-2.1,-5,109*,19,-11,-7,28,119*,4
# The results go on.
SMILES,PfHsp90 set2,dFosB activator,CDK5 inh,Keap1 Nrf2 FP,LANA DNA inh,Rtt109 HAT inh,RTF Ca sens inh,PvdQ acylase,SUMO Mot1 rescue,NSD2 inh,cardiac RTF act
CCOC(=O)c1ccc(S(=O)(=O)NNC(=O)COc2ccccc2C)cc1,5,?,-1.7,0,0.0,10,-1,-11,19,2,-2
Cc1cc(NC(=O)CSc2nnc(-c3cccnc3)n2C)no1,-6,-1,2.5,3,1.0,5,-5,8,9,-2,-1
CCC(C)(C)n1nnnc1C(c1ccc(O)cc1)N1CCc2ccccc2C1 (configuration not stated),11,-10,1.2,-5,0.3,13,-1,-18,67,4,1
CCCCCCCc1nc2nc(C)c(Br)c(=O)n2[nH]1,10,-6,-0.1,-1,-0.6,26,-13,-1,-19,-3,0
O=C(CCC(=O)c1cccs1)Nc1ccc(N2CCCCC2)cc1,1,-14,-0.8,1,0.5,-4,14,7,-9,2,1
O=C(CSCC(=O)N1CCCc2ccccc21)Nc1nc(-c2ccccc2)cs1,-58,-16,0.2,-2,0.5,-1,-6,-13,17,/,5
NC(=O)c1cc([N+](=O)[O-])c(Cl)cc1NCc1ccncc1,8,-5,5.5,4,-1.6,0,-6,-10,253,/,-3
COc1cccc(O)c1CN1CCC(C(=O)Nc2ccc(-c3cccc(C)c3)cc2)CC1,20,-13,0.1,-1,-1.1,-1,-4,-10,-1,-1,-7
Cc1nc2ncccn2c1-c1csc(Nc2ccccc2)n1,23,-12,-1.2,-4,-1.6,14,13,-9,-10,3,6
O=C(CSc1nc(NS(=O)(=O)c2ccccc2)cc(=O)[nH]1)Nc1ccccc1Cl,7,8,-1.0,-6,1.0,0,-11,-10,/,-2,1
Cc1noc(NS(=O)(=O)c2ccc(NC(=O)/C=C/c3ccc(C(C)C)cc3)cc2)c1C,-2,-7,0.0,-3,1.1,11,-9,-4,-23,9,3
C=C(C)COc1ccc(-c2ncncc2-c2ccccc2)c(O)c1,-40,-3,-0.1,-3,-0.2,-7,-7,-7,-4,0,1
O=C(N/N=C/c1ccc([N+](=O)[O-])cc1)C(=O)N1CCCC1,12,3,4.6,-6,0.2,-6,2,-3,204,-6,9
C[C@H](NC(=O)c1nc[nH]c1C(=O)NCCCCCN)C(=O)OC(C)(C)C,-5,6,-0.7,0,2.3,-8,-4,-11,-10,/,9
Cc1nc(-c2nnc(SCC(=O)Nc3ccc(Cl)cc3)n2C)cs1,-8,-3,0.9,-4,0.6,-1,-9,-11,20,0,-1
CCN(CC)c1ccc(/C=N/N2CCN(Cc3ccc(Cl)cc3)CC2)c(O)c1,8,-6,0.3,4,-2.1,-4,-3,-11,61,-1,1
O=C(/C=C/c1ccco1)Nc1cccc(NC(=O)/C=C/c2ccco2)n1,-8,-18,-0.5,-1,-0.4,5,-12,-5,-8,-2,2
CCOc1ccc(-n2c(SCC(=O)NCc3ccco3)nnc2-c2c[nH]c3ccccc23)cc1,-7,-4,4.1,3,-0.4,15,-4,2,-21,/,3
CCCn1c2ccccc2c2cnn(CC(=O)N3CCN(C4CCCCC4)CC3)c(=O)c21,-17,-2,-1.0,-2,-0.7,3,-3,-5,-2,/,2
COc1ccc(C(=O)NC2CCc3ccccc32)cc1OC1CCN(C(C)=O)CC1 (configuration not stated),17,-3,1.5,-1,-3.3,13,4,6,97,-2,-6
CCN1C(=NCCN2CCOCC2)N[C@@H](c2ccccc2)C(C(=O)OC)=C1C,-6,-1,-0.4,-1,-3.2,6,-2,12,340,/,3
CN(C)S(=O)(=O)c1cccc(COC(=O)CN2CCCCCC2=O)c1,-9,-2,0.2,-8,0.3,-3,-5,5,-5,-1,-2
CCc1ccc(OCC(=O)NNC(=O)CSc2ncnc3sc(C)c(C)c23)cc1,-56,-1,-0.1,-4,0.3,4,-7,-13,-12,9,1
CCN(CC)C(=O)c1cnn(-c2ccccc2)c1NC(=O)c1ccco1,-14,1,1.4,-3,-1.2,/,-5,-9,-5,1,-4
CCn1cc(C(=O)NCc2ccc(Cl)cc2)c(=O)c2cc(S(=O)(=O)N(C)C)ccc21,6,-17,-1.4,-1,-0.5,-1,1,-6,13,-1,-5
# Later entries:
SMILES,PfHsp90 set2,dFosB activator,CDK5 inh,Keap1 Nrf2 FP,LANA DNA inh,Rtt109 HAT inh,RTF Ca sens inh,PvdQ acylase,SUMO Mot1 rescue,NSD2 inh,cardiac RTF act
CSc1nnnn1-c1c(C)cc(C)cc1C,-38,-6,-0.3,-4,-0.2,3,-2,-11,-11,-5,16
CC(C)(C)c1ccc(C(=O)c2c[nH]c(C(=O)NCC3CCCO3)c2)cc1 (configuration not stated),-30,-14,0.6,8,0.0,15,-2,-1,5,2,-3
Cn1nc(C(=O)OCC(=O)N2CCc3ccccc32)c2ccccc2c1=O,/,-17,-0.9,-3,-1.2,19,15,13,-5,0,-1
CCN(CC)S(=O)(=O)c1ccc(NCCc2ccccn2)nc1,21,-10,-1.4,-4,-0.2,3,-4,-7,1,-2,-3
COc1ccc(/C=C2\N=C(SC)SC2=O)cc1OC,-97,-13,0.2,-3,0.8,2,-3,-9,-17,0,0
CCOC(=O)N1CCN(C(=S)NC(=O)c2cc(Br)ccc2Cl)CC1,-74,-5,1.1,-3,1.1,3,-25,-6,-20,-3,4
COc1ccccc1CCC(=O)OCC(=O)Nc1cc(C)nn1-c1ccccc1,3,-1,1.1,2,0.6,-2,7,-22,-3,0,9
N#Cc1c(/N=C/c2cccs2)sc2c1CCCCC2,/,-2,2.9,-2,-1.8,5,-6,-7,-18,3,1
NC(=NC(=O)c1ccccc1)N1CCN(C(c2ccccc2)c2ccccc2)CC1,-10,-12,0.6,-4,0.4,-4,-4,-11,10,0,1
CN(Cc1ccccc1)C(=O)c1ccc(NC(=O)Cc2cccc(NC(=O)C3CCCN(C(=O)CCc4ccccc4)C3)c2)cc1 (configuration not stated),10,-2,-0.3,-1,-4.7,-12,-15,-12,-7,/,-2
Cn1c(SCc2nc(-c3cccs3)no2)nnc1C1CCCCC1,-15,-8,0.0,-1,-0.2,2,1,-5,65,-5,8
